# HSF1 activator = increases HSF-1 driven luciferase reporter signal; NIH3T3-HGL HSF-1 luciferase reporter, MG132, 8 h; 100% = twice DMSO control signal; activation, % at 9 µM; actives 1.7% (n = 300,000);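 active = mean replicate activation of at least 50% with a set share of replicates each reaching 50%; inconclusive = only one of those two conditions met; inactive = mean below 50% and too few replicates reaching it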;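 also: 0% = median of the neutral control wells and 100% = twice that signal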
# HSF1 inh = HSF1 inhibition | NIH3T3-HGL HSE-luciferase, MG132-induced, luminescence 8 h; hits give low values | activity change, negative = inhibition, % at 7.5 µM (by protocol) | actives 0.77% (n = 300,000);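 active = more than half of replicate wells show activity change below -50%, luminescence cut by over half; inconclusive = some wells, but at most half, below -50%; inactive = no replicate well below -50%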;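 also: luciferase reports HSF-1 transcriptional activity via heat shock element; 0% = median of DMSO wells and -100% = zero luminescence signal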
# HSP90 inh = inhibitors of HSP90 luciferase refolding in rabbit reticulocyte lysate; luciferase refolding luminescence, 3 h; inhibition, % at 5.6 µM; actives 0.91% (n = 290,000); AID 1789;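 active = inhibition above the screen-wide mean plus 3 SD, computed separately per campaign, cut at about 16% in these data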;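 also: 0% = DMSO wells and 100% = 60 µM geldanamycin wells; inhibitors lower the luminescence because luciferase stays unfolded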
# IEC-6 tox = counter-screen for KLF5 inhibitors: cytotoxicity in IEC-6 cells. IEC-6 cytotoxicity, luminescence viability. inhibition, % at 5 µM. actives 0.78% (n = 290,000). AID 1825; in the data active = inhibition above about 22%;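 also: 0% = plate median of test compound wells and 100% = cytotoxic reference compound wells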
# Platelet DG rel = platelet dense granule release activity; actives 0.22% (n = 300,000); inhibition, %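 (compounds screened at 7.5 µM in platelet-rich plasma)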; human platelet-rich plasma, SFLLRN dense granule ATP release, luminescence; AID 1663;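 active = mean replicate score, as percent of positive control, at or above 50; inconclusive = mean below 50 but at least one replicate at or above 50; inactive = mean and every replicate below 50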
# AI-2 QS mod = modulates the Vibrio harveyi AI-2 quorum sensing system | actives 0.4% (n = 300,000) | Vibrio harveyi JMH597 AI-2 luminescence/OD600 ratio, 9 h; hits give low values; strain lacks LuxN and CqsS sensors; 0 = neutral-control median | activity change, % at 7.5 µM; in the data active = activity change below about -75%, passing the limit was not always enough; inconclusive = no clear call, values can overlap the other calls;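 also: luminescence divided by OD600 gain over 9 h not by final OD600 alone; inactives centre near 13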
# aSyn UTR inh = MLPCN primary screen, SNCA 5' untranslated region | inhibition, % (tested at 7.5 µM) | alpha-synuclein 5'UTR reporter, inhibitor activity | actives 0.82% (n = 300,000); in the data active = inhibition above about 60%; inconclusive = no clear call, values can overlap the other calls;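 also: H4 neuroglioblastoma cells stably carrying SNCA 5'UTR luciferase fusion; 0% = DMSO wells and 100% = positive control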
# HDAC3 inh = blocks human histone deacetylase 3; actives 0.15% (n = 320,000); AID 2718; O15379; recombinant HDAC3, fluorogenic peptide/trypsin coupled, fluorescence; inhibition, % at 8.3 µM; in the data active = inhibition above about 26%, passing the limit was not always enough; inconclusive = no clear call, values can overlap the other calls
# Target sequence (O15379 whole entry, looked up): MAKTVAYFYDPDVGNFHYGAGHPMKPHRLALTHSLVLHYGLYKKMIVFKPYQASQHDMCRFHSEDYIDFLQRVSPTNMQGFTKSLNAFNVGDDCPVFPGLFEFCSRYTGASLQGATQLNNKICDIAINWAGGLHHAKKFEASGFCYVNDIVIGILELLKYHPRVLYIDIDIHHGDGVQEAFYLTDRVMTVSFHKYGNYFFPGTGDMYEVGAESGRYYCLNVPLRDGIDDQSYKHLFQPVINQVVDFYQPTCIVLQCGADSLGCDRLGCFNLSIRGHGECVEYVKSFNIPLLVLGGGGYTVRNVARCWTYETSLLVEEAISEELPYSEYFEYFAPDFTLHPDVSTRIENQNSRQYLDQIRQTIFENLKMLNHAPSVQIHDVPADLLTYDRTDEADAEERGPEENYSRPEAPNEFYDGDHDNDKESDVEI
# HIF activator = HIF pathway transcriptional activation; U2OS HRE-luciferase reporter, luminescence; normalized: DMSO 0%, desferrioxamine 100%; activation, % at 7.5 µM (by protocol); actives 0.32% (n = 300,000); AID 1910;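 active = mean activation of at least 10% of the iron chelator positive control signal, with at least half of replicates also reaching 10%; inconclusive = mean and replicate majority disagree about reaching 10%; inactive = mean and most replicates under 10%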
# KLF5 inh = inhibitors of KLF5 expression; DLD-1 KLF5 promoter-luciferase reporter, luminescence; inhibition, % at 5 µM; actives 0.23% (n = 290,000); AID 1700;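 active = inhibition above a per-plate limit of that plate's mean compound inhibition plus 3 SD, cut at about 60% in these data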;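 also: 0% = DMSO wells and 100% = LY294002 at 200 µM; higher means less KLF5 promoter-driven luciferase light; inactives centre near -14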
# * marks the source's active call; other numbers are inactive results; ? = inconclusive; · = not tested or not shown.
SMILES,HSF1 activator,HSF1 inh,HSP90 inh,IEC-6 tox,Platelet DG rel,AI-2 QS mod,aSyn UTR inh,HDAC3 inh,HIF activator,KLF5 inh
CCOC(=O)COc1c(-c2ccc(OC)cc2)oc2ccccc2c1=O,-2,3,-2,0,4,40,4,-30,-0.2,-25
COC(=O)Cc1cc(=O)[nH]c(/N=C(\N)Nc2ccc(C)cc2)n1,10,3,4,2,5,11,-3,2,0.1,-41
O=C(Nc1ccccc1C(=O)O)c1cc(S(=O)(=O)Nc2cccc(F)c2)ccc1Cl,-32,-31,-1,-3,7,15,-5,-7,-0.5,-5
O=C(NCCNc1nccc(C(F)(F)F)n1)c1cccs1,-4,4,3,-3,0,19,-5,-1,0.6,10
CCOC(=O)c1c(N)sc(-c2ccccc2)c1C,-14,4,-6,-2,1,12,-13,15,0.9,14
O=C(Cn1cncn1)N/N=C/c1ccc(Cl)cc1,-3,-4,0,3,0,0,18,-9,-0.1,-21
CC(C)(C)C(=O)NNC(=O)c1cc(C(C)(C)C)nn1Cc1ccccc1,1,2,-2,-8,12,22,21,-6,0.2,-10
O=C(O)c1ccc(/C=N/n2c(C3CCCCC3)n[nH]c2=S)cc1,7,-6,-3,-6,0,18,1,6,0.5,-17
NCCOc1ccc(C23CC4CC(CC(C4)C2)C3)cc1,7,-3,9,8,-6,48,81*,-1,-7.6,-43
O=C(CCCn1cnc([N+](=O)[O-])n1)Nc1ccc(F)c(Cl)c1,-11,-8,1,5,-2,28,5,-1,-0.2,-15
Cc1cc(C)nc(SC(C)C(=O)Nc2ccc(S(N)(=O)=O)cc2)n1 (stereo unspecified),-3,2,1,6,3,21,13,-1,-0.1,13
COc1cccc(NC(=O)Cc2ccc3ccccc3c2)c1,-4,-4,-4,-1,6,-84*,6,2,-1.2,-29
COC(=O)c1cc(Br)ccc1NC(=O)Nc1ccc(C)cc1,-4,-5,-2,1,4,11,-14,-1,0.5,-41
CCCCCN(C(=O)CCC(=O)OCc1cccc(Br)c1)c1c(N)n(CCCC)c(=O)[nH]c1=O,-14,-2,·,·,35,2,11,3,0.2,·
N#Cc1c(Cl)nc(-c2ccncc2)nc1-c1ccccc1,-7,-2,3,1,-23,25,-24,-2,-11,13
CSc1nc(O)c(N=Nc2ccc(F)cc2F)c(=O)[nH]1,-40,-33,15,-5,10,33,-138,7,-1.0,-104
CCc1nnc(NC(=O)CCC(=O)NC2CC2)s1,8,1,-1,-1,-20,6,-6,-2,-0.3,-34
Cc1c(Cl)cccc1NC(=S)N=Nc1c(O)n(CN2CCOCC2)c2ccccc12,1,-1,4,16,0,44,64*,8,1.0,-21
COc1ccc(NC2CCCN(C(=O)c3ccccc3N3CCOCC3)C2)cc1OC (stereo unspecified),17,6,-1,4,-4,13,-9,0,-0.1,-25
COc1ccc(CNC(=O)CSc2nnnn2C)cc1OC,-11,-2,0,3,0,20,-23,-8,-0.8,-3
Cc1ccc(NC(=O)C2CCCN(S(=O)(=O)c3c(C)noc3C)C2)cc1 (stereo unspecified),21,10,0,2,5,15,-6,4,-0.1,-16
O=C(COC(=O)/C=C/c1ccc(Cl)cc1)Nc1ccc2[nH]c(=O)[nH]c2c1,16,6,·,·,0,0,-12,-5,0.6,·
OC(CSc1c(Cl)cccc1Cl)CN1CCN(c2ccc(F)cc2)CC1 (stereo unspecified),-7,-8,2,9,10,·,20,0,0.5,36
O=C(NC(=S)Nc1ccc(N2CCOCC2)c(Cl)c1)C(c1ccccc1)c1ccccc1,23,-4,9,11,6,37,20,1,-0.7,7
COc1cc2nc(N(C)CCCNC(=O)C3CCCO3)nc(N)c2cc1OC (stereo unspecified),-17,-8,2,7,-2,4,-2,-34,0.2,-31

# Ordered by formula weight (ascending): 16 of the compounds above
SMILES,HSF1 activator,HSF1 inh,HSP90 inh,IEC-6 tox,Platelet DG rel,AI-2 QS mod,aSyn UTR inh,HDAC3 inh,HIF activator,KLF5 inh
CCOC(=O)c1c(N)sc(-c2ccccc2)c1C,-14,4,-6,-2,1,12,-13,15,0.9,14
O=C(Cn1cncn1)N/N=C/c1ccc(Cl)cc1,-3,-4,0,3,0,0,18,-9,-0.1,-21
CCc1nnc(NC(=O)CCC(=O)NC2CC2)s1,8,1,-1,-1,-20,6,-6,-2,-0.3,-34
COc1cccc(NC(=O)Cc2ccc3ccccc3c2)c1,-4,-4,-4,-1,6,-84*,6,2,-1.2,-29
N#Cc1c(Cl)nc(-c2ccncc2)nc1-c1ccccc1,-7,-2,3,1,-23,25,-24,-2,-11,13
COC(=O)Cc1cc(=O)[nH]c(/N=C(\N)Nc2ccc(C)cc2)n1,10,3,4,2,5,11,-3,2,0.1,-41
COc1ccc(CNC(=O)CSc2nnnn2C)cc1OC,-11,-2,0,3,0,20,-23,-8,-0.8,-3
O=C(CCCn1cnc([N+](=O)[O-])n1)Nc1ccc(F)c(Cl)c1,-11,-8,1,5,-2,28,5,-1,-0.2,-15
CC(C)(C)C(=O)NNC(=O)c1cc(C(C)(C)C)nn1Cc1ccccc1,1,2,-2,-8,12,22,21,-6,0.2,-10
COC(=O)c1cc(Br)ccc1NC(=O)Nc1ccc(C)cc1,-4,-5,-2,1,4,11,-14,-1,0.5,-41
Cc1ccc(NC(=O)C2CCCN(S(=O)(=O)c3c(C)noc3C)C2)cc1 (stereo unspecified),21,10,0,2,5,15,-6,4,-0.1,-16
OC(CSc1c(Cl)cccc1Cl)CN1CCN(c2ccc(F)cc2)CC1 (stereo unspecified),-7,-8,2,9,10,·,20,0,0.5,36
COc1ccc(NC2CCCN(C(=O)c3ccccc3N3CCOCC3)C2)cc1OC (stereo unspecified),17,6,-1,4,-4,13,-9,0,-0.1,-25
O=C(Nc1ccccc1C(=O)O)c1cc(S(=O)(=O)Nc2cccc(F)c2)ccc1Cl,-32,-31,-1,-3,7,15,-5,-7,-0.5,-5
O=C(NC(=S)Nc1ccc(N2CCOCC2)c(Cl)c1)C(c1ccccc1)c1ccccc1,23,-4,9,11,6,37,20,1,-0.7,7
CCCCCN(C(=O)CCC(=O)OCc1cccc(Br)c1)c1c(N)n(CCCC)c(=O)[nH]c1=O,-14,-2,·,·,35,2,11,3,0.2,·

# New compounds follow.
SMILES,HSF1 activator,HSF1 inh,HSP90 inh,IEC-6 tox,Platelet DG rel,AI-2 QS mod,aSyn UTR inh,HDAC3 inh,HIF activator,KLF5 inh
COc1ccccc1CN1C(=O)c2cccc3cccc(c23)C1=O,36,10,1,8,-9,4,18,1,-0.3,-2
CN(C)C(=O)Cn1nc(-c2ccccc2)c2ccccc2c1=O,1,-2,0,-3,-6,0,9,-1,0.3,1
COC(C[C@H](O)C[C@@H](O)[C@@H](C)OCc1ccccc1)OC,18,3,·,·,2,8,-3,·,-0.2,·
COc1cccc(CN(C)C(=O)CSC(C)C(=O)Nc2cc(C)on2)c1OC (stereo unspecified),-10,-4,·,·,-3,9,11,0,0.0,·
CCN(CC)S(=O)(=O)c1ccc(C(=O)NN(C)C2=NS(=O)(=O)c3ccccc32)cc1,?,6,0,-5,-2,26,-5,6,-32,-21
COc1ccc(/C=N/NC2=NS(=O)(=O)c3ccccc32)cc1OC(C)=O,-17,-9,0,-3,23,32,-4,7,-16,-23
Cc1c(C(=O)N2CCCCC2)oc2ccc(S(=O)(=O)N3CC(C)CC(C)C3)cc12 (stereo unspecified),6,1,-2,3,3,6,40,7,0.4,-10
CCN(CC)CCCNC1=C(Cl)C(=O)c2ccccc2C1=O,16,1,3,88*,-2,17,76*,4,-6.5,-3
CC(=O)Nc1nnc(SCC(=O)Nc2ccc3c(c2)OCCO3)s1,-14,-3,-5,6,-1,28,4,0,0.2,-27
CC(=O)N1C(=O)C2(Nc3ccccc3N2)c2ccccc21,-3,-5,-1,-2,0,21,3,-1,0.1,-7
c1ccc(-c2ccccc2OCCN2CCOCC2)cc1,-19,-6,-2,-2,10,17,1,0,-1.4,-22
COc1ccc(C2c3c(nc[nH]c3=O)Oc3nc[nH]c(=O)c32)cc1,-9,-5,0,-3,-1,19,13,-5,-0.4,-19
O=[N+]([O-])c1ccc(Cl)c(CN2CCN(c3ncccn3)CC2)c1,0,-7,-2,4,-3,3,13,4,-0.6,-8
CCOC(=O)Cc1csc(NC(=O)Nc2cccs2)n1,-66,-57*,-6,6,-2,22,-55,1,0.0,-96
CCc1ccc(OCC(=O)N/N=C2\CC(=O)c3ccccc32)cc1,29,-2,-1,3,1,17,9,4,0.1,-29
O=C(COc1cccc2ccccc12)NNC(=O)C1CCCO1 (stereo unspecified),-8,-7,-4,-3,-2,9,-5,0,0.2,-11
Cc1ccc(C)n1-c1ccc(-c2nnco2)cc1,2,-8,-2,2,-2,2,-23,4,-0.1,0
C=C(C)CNC(=O)c1ccc(OC2CCN(C(=O)COC)CC2)cc1,-13,-4,2,9,1,14,-12,-7,-0.2,-31
COc1cc(OC)c(OC)cc1/C=N/NC(=O)c1cnccn1,0,-4,0,-2,12,25,10,5,0.0,-19
CN1CC=C2C(C#N)=C(N)C(C#N)(C#N)C(c3ccsc3)C2C1 (stereo unspecified),-12,-8,0,4,4,-7,3,-12,-0.2,-19
O=C(CCC1CCCC1)N1CCC(N2CCCCCC2)CC1,-1,-4,3,1,6,3,-22,-4,0.2,-18
CN1C(=O)CSC1=Nc1ccc(F)cc1,-5,-1,-2,4,-2,18,-4,-3,-1.6,-12
Cc1nc(NCC2CCCO2)nc2c1C(=O)CC(C)C2 (stereo unspecified),4,5,-1,-9,-1,9,-7,0,0.0,-38
COC(=O)c1c(C)oc(C)c1S(=O)(=O)Nc1ccc(C(C)C)cc1,40,13,2,3,-7,9,-25,5,0.3,-19
CCN(CC)C(=O)Cn1cc(S(=O)(=O)CC(=O)Nc2cc(C)on2)c2ccccc21,-10,-7,0,-1,1,12,18,4,0.1,-40

# Additional structures.
SMILES,HSF1 activator,HSF1 inh,HSP90 inh,IEC-6 tox,Platelet DG rel,AI-2 QS mod,aSyn UTR inh,HDAC3 inh,HIF activator,KLF5 inh
O=C1COc2ccc(OCc3ccc(F)cc3)cc21,54*,34,5,0,10,3,-100,2,1.9,-113
COc1ccc(C(=O)N/C(=C\c2ccc3c(c2)OCO3)C(=O)N2CCOCC2)cc1,-3,-1,2,-5,-3,28,-7,7,-0.4,-2
CC(=O)c1c(N2CCN(C)CC2)nc(=S)n(Cc2ccccc2)c1C,28,-5,-3,3,6,24,8,5,-0.2,-11
CC1NC(=O)N(C)[C@@H]2NC(=O)N(C)C(c3ccc([N+](=O)[O-])cc3)[C@@H]12 (stereo partly specified),6,8,6,0,2,15,3,-2,0.2,-9
O=C(CN1CCN(S(=O)(=O)c2ccc(F)cc2)CC1)Nc1cccc(C(F)(F)F)c1,17,6,4,1,-5,14,2,6,0.0,-10
Cc1nn(C)cc1CN(C)C(=O)c1sc2cccc(Cl)c2c1Cl,4,7,3,4,-8,2,12,-9,0.9,-19

# Compound activity: PubChem BioAssay, several laboratories
